Source: PubChem (several laboratories)
STAT3 activator – activators of IL-6 induced STAT3 signaling; U3A cells, IL-6 STAT3-luciferase reporter, luminescence; 100% = signal with IL-6 EC80 alone; activation (% of control), % at 5.6 µM; 0.91% of 190,000 active;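 active means activation above the screen-wide mean of compound activation plus 3 SD, cut at about 130% in these data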;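 further: 0% = background luminescence of wells with medium and substrate only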
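Material: STAT1-lacking human U3A cells, STAT3 luciferase reporter | Benchmarks: IL-6-only wells as 100% reference | Probe or stimulus: IL-6 (33 ng/mL) | Timing: Compound 1 h, then IL-6 6 h at 37 °C | Detection: Luminescence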
STAT1 inh – STAT1 signaling inhibition; inhibition, % at 5.5 µM; NIH 3T3 STAT1-luciferase reporter, IFN-gamma, luminescence; 0.35% of 200,000 active;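 active means inhibition above a set limit, the mean inhibition across all tested compounds plus 3 SD, cut at about 34% in these data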;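 further: 0% = IFN-gamma with DMSO and 100% = IFN-gamma with 300 µM nifuroxazide; values of inactives mirror those of a sister screen read the other way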
PPARg SRC3 recr – agonists of human PPARgamma SRC-3 coactivator recruitment. AID 731. P37231. 0.26% of 200,000 active. biochemical PPARgamma/SRC-3 coactivator recruitment assay. activation, % at 8 µM; in the data active means activation above about 23%;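 further: 0% = DMSO and 100% = reference agonist; some compounds past the cut are filed as inactive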
bIAP act – increases bovine intestinal alkaline phosphatase activity; purified bovine IAP, CDP-star luminescence, 30 min; hits give high values; fold of DMSO-control signal, blank-subtracted; activation factor at 20 µM; 0.17% of 200,000 active; AID 1016;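 active means activation factor of 2 or more at 20 µM, a signal rise over negative controls twice the positive control's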
PPARg SRC2 recr – PPARgamma-driven SRC-2 recruitment agonism. P37231. PPARgamma LBD-SRC-2 recruitment, biochemical. activation, % at 8 µM. 0.34% of 200,000 active; in the data active means activation above about 22%;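 further: 0% = vehicle and 100% = reference agonist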
STAT3 inh – inhibitors of IL-6 induced STAT3 signaling. U3A cells, IL-6 STAT3-luciferase reporter, luminescence; host cell line lacks STAT1. inhibition, % at 5.5 µM. 0.89% of 190,000 active;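 active means inhibition above the mean inhibition across all screened compounds plus 3 SD, cut at about 44% in these data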;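 further: 0% = DMSO only wells and 100% = 100 µM nifuroxazide control wells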
SRC2 TRFRET art – flags TR-FRET format artefacts in PPARgamma SRC-2 recruitment agonist screen; TR-FRET artefact counter-screen; hits give high values; TR-FRET ratio at 8 µM; 0.4% of 200,000 active; AID 1049; in the data active means TR-FRET ratio above about 2000; further: inactives centre near 1500
bIAP inhibitor – blocks bovine intestinal alkaline phosphatase activity; purified bovine IAP, CDP-star luminescence, 30 min; inhibition, % at 20 µM; 190,000 tested, under 10 active;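 active means over 50% inhibition of intestinal alkaline phosphatase at 20 µM in the single-dose screen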
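Assay system – bovine IAP enzyme · Quantity – bovine IAP at 1/65,000,000 final dilution · Detection – CDP-star luminescence signal · Times – 30 min reaction at room temperature · Also added – CDP-star substrate at 30 µM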
ROMK primary – modulates human ROMK potassium channel activity | P48048 | Tet-inducible ROMK, thallium flux fluorescence; actives lie on both sides | B-score at 10 µM | 2% of 130,000 active | AID 1918;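 active means signal ratio slope over the read window, or its plate-corrected B-score, at least 3 SD from the plate mean, either direction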;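 further: B-score of the F/F0 ratio slope over 7 to 12 s after thallium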
Target sequence (P48048 whole entry, looked up): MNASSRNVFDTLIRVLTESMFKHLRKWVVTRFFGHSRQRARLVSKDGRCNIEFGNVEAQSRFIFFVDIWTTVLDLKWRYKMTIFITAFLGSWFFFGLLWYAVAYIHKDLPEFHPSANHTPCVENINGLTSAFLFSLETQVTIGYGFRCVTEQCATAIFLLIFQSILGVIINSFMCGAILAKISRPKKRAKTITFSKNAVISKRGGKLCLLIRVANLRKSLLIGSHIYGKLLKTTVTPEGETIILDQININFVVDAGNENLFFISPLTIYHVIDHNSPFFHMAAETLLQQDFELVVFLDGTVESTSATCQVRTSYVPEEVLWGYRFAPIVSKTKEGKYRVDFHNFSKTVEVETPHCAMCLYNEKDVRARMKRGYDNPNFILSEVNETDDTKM
TNAP act hiacc – TNAP (human) activation, high acceptor; P05186; purified TNAP, CDP-star luminescence, 1 M DEA, 30 min; hits give high values; 0 = EDTA background, 1 = DMSO-only activity; activation factor at 20 µM; 200,000 tested, under 10 active;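 active means activation factor at least 2 at 20 µM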
Target sequence (P05186 whole entry, looked up): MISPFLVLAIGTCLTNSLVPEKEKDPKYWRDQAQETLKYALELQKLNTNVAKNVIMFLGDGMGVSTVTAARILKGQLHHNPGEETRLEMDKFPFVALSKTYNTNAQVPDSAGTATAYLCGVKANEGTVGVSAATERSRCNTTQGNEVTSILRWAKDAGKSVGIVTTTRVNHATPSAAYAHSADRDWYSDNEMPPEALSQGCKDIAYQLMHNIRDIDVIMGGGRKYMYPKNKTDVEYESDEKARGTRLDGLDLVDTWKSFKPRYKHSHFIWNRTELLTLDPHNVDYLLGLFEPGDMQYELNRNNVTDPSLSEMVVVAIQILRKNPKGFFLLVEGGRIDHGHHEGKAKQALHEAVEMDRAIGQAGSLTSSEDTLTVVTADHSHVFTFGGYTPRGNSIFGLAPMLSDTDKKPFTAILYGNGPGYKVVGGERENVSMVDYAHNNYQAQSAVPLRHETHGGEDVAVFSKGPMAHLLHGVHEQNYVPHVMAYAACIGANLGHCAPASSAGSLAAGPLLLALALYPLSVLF
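system = human TNAP | amount = enzyme diluted 1/800 final | reagent = 100 µM CDP-star substrate | signal = luminescent substrate turnover signal | dosing = one dose, 20 µM | benchmarks = EDTA negative control, DMSO positive control | measure = activation factor | timing = 30 min reaction, room temperature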
PPARg SRC-1 ag – agonists of human PPARgamma SRC-1 coactivator recruitment. P37231. PPARgamma-SRC-1 coactivator recruitment biochemical assay. activation, % at 8 µM. 0.41% of 200,000 active. AID 631; in the data active means activation above about 19%;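 further: 0% = DMSO and 100% = reference agonist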
The depositor's hits bear a star; · = no result given.

Each structure is followed by: STAT3 activator	STAT1 inh	PPARg SRC3 recr	bIAP act	PPARg SRC2 recr	STAT3 inh	SRC2 TRFRET art	bIAP inhibitor	ROMK primary	TNAP act hiacc	PPARg SRC-1 ag
> CCCSc1nnc(-c2c[nH]c3ccccc23)n1C
→ 87	-18	-7	0.8	-1	24	1505	18	·	1.1	-2
> CC(=O)Nc1ccc2nc(SCC(=O)N3CCOCC3)sc2c1
→ 96	-5	-3	0.9	6	10	1676	13	-0.62	1	7
> CCN(CC)Cc1c(C(=O)OC(C)C)nnn1-c1nonc1N
→ 105	1	-4	0.8	-4	-4	1548	15	-0.016	1	-3
> Cc1ccc(C(=O)CSc2nnc(CNc3ccc(C)cc3C)o2)cc1
→ 93	-1	-9	1	-6	10	1509	5	1.6	1	1
> CCOC(=O)c1ccc(NC(=O)C2CC(=O)Nc3nc4ccccc4n32)cc1 (centres undefined)
→ 91	-4	5	1.2	3	18	1628	-22	0.89	1	2
> Cc1cc(C)cc(OCC(=O)Nc2cccc(-c3nnc(-c4ccco4)o3)c2)c1
→ 87	-16	13	0.9	7	20	1629	7	-0.39	1	-3
> CCN(CC)S(=O)(=O)c1cccc(C(=O)OCC(=O)C23CC4CC(CC(C4)C2)C3)c1
→ 99	6	6	0.8	6	3	1619	17	·	1.1	3
> COc1ccc(C(=O)N2CCC(n3c(C)nc4cc(F)ccc43)CC2)cc1
→ 93	10	-1	1	0	15	1550	-3	0.075	1	5
> CCC(C)/C(C)=N/NC(=O)c1ccccc1OCCOc1ccccc1 (centres undefined)
→ 108	1	3	1	0	-3	1655	3	-0.051	1	-2
> COc1ccc(/C=c2\s/c(=C(/C#N)C(=O)NCc3ccco3)n(-c3ccccc3)c2=O)cc1
→ 97	5	-1	0.9	-5	4	1506	9	·	1	-6
> CCCC(c1nnnn1CC1CCCO1)N1CCN(c2cc(Cl)ccc2C)CC1 (centres undefined)
→ 96	1	-12	1.1	-2	9	1586	-7	0.41	1	-1
> CC1=CCC2(CO)COC(c3ccccc3O)C1C2 (centres undefined)
→ 101	-5	-6	1	-3	5	1523	4	·	1	-3
> CCOC(=O)C1=C(C)NC(=O)NC1c1c(C)nn(-c2ccccc2)c1Cl (centres undefined)
→ 113	-2	2	1	0	-11	1578	3	2.3	1	-7
> CCOC(=O)C1=C(NC(=O)c2ccc(Br)o2)Nc2ccccc2N=C1
→ 119	-4	0	0.9	1	-18	1660	7	0.73	1	0
> COc1ccc(-c2cc(C(F)(F)F)n3nc(C)cc3n2)cc1
→ 96	-7	-1	0.9	-5	13	1337	10	·	1	-1
> Cn1ccs/c1=N\C(=O)Nc1cccc(Cl)c1
→ 95	-65	6	1.1	3	11	1792	-6	0.7	1	4
> CCOC(=O)C(=NCCCN1CCOCC1)NNc1cccc(C(F)(F)F)c1
→ 107	-3	-3	0.9	-1	-9	1393	13	-1.9	1	-9
> C=CCNCCCCOc1ccc(OCC)cc1
→ 105	-2	1	0.8	6	0	1561	20	-0.76	1	2
> CCNC(=O)CC1C(=O)N(c2ccc(F)cc2)C(=O)N1Cc1ccccn1 (centres undefined)
→ 100	1	13	1	16	5	1726	2	·	1	9
> Cc1cc(NC(=O)COC(=O)C(Cc2ccccc2)NC(=O)c2ccco2)no1 (centres undefined)
→ 108	6	-1	1	-3	-1	1390	3	·	1.1	7

Further results.
Each structure is followed by: STAT3 activator	STAT1 inh	PPARg SRC3 recr	bIAP act	PPARg SRC2 recr	STAT3 inh	SRC2 TRFRET art	bIAP inhibitor	ROMK primary	TNAP act hiacc	PPARg SRC-1 ag
> Cc1nnc(SCC(=O)c2ccc(Cl)cc2)s1
→ 97	0	8	1	5	6	1552	-2	·	1	4
> COc1ccc(-c2ccc(CCC(=O)O)n2CC(=O)Nc2cccc(OC)c2)cc1
→ 102	-5	-6	1.1	-5	4	1571	-8	0.15	1	1
> CCNC(=O)c1ccc(N(C)S(=O)(=O)c2cccs2)cc1
→ 99	-7	-2	1.2	4	9	1797	-17	1.6	1	-5
> CN1C(=O)CC(c2ccco2)Sc2ccccc21 (centres undefined)
→ 93	6	10	0.9	1	14	1499	13	·	1	7
> NC(=O)C1CCCN(C(=O)c2ccc(Cl)cc2)C1 (centres undefined)
→ 105	10	11	1	-8	-4	1562	5	·	1	-2
> O=C(O)CCc1ccc(-c2ccccc2)o1
→ 98	-2	-4	1	12	7	1484	-1	·	1	4
> CN(C)c1nc(Cl)nc(N(C#N)CCOc2ccccc2)n1
→ 94	-1	5	1	0	18	1551	0	0.19	1.1	2
> O=C(O)CCCN1C(=O)C2C3CC(C2C1=O)C1C(c2ccccc2)c2sc(=O)n(-c4ccccc4)c2SC31 (centres undefined)
→ 97	-4	6	1	-2	10	1589	-4	-0.11	1.1	1
> C=CCc1ccc(OCC(O)CO)c(OC)c1 (centres undefined)
→ 100	1	-6	0.9	8	6	1404	11	0.03	1	-3
> Cc1nn(C)c(C)c1NS(=O)(=O)c1ccccc1
→ 101	-3	6	0.9	6	1	1552	9	1.3	1.1	6
> c1ccc(NCC2OCc3ccccc3CO2)cc1
→ 100	-40	0	0.4	5	-3	1591	·	-0.44	1	4
> CC(=O)c1sc(NC(=O)c2c(F)cccc2F)nc1C
→ 98	-6	10	1	12	8	1462	-1	0.053	1.1	3
> COc1ccc2c(c1)c1c3n2CCN(C)C3=NCC1
→ 96	2	-4	0.7	2	10	1440	29	·	1.1	7
> CCCCN(CC)CCCNC(=O)c1ccc(CSc2nc3ccncc3[nH]2)cc1
→ 98	2	2	1.2	2	10	1693	-24	-0.0037	1	1
> Cc1ccc(N(CCCCN2C(=O)c3ccccc3C2=O)C(=O)c2cccc([N+](=O)[O-])c2)cc1
→ 101	-1	2	1.2	6	10	1683	-17	·	1	2
> O=C(c1ccco1)N1CCN(S(=O)(=O)c2ccc(Oc3ccccc3)cc2)CC1
→ 92	7	8	1.1	5	13	1498	-7	·	1	-2
> O=C(NCCN1CCN(C(=O)Nc2ccccc2)CC1)Nc1ccccc1
→ 96	-3	-18	1	-9	13	1558	-1	·	1	-2
> CC(=O)CSc1nc2cc3c(cc2cc1C#N)OCCO3
→ 36	13	4	0.9	7	78*	1802	10	-3.3*	1	11
> CC(C)NC(=O)C1CCCN(c2nnc(-n3cccc3)s2)C1 (centres undefined)
→ 101	5	1	1.1	5	4	1630	-8	·	1	10
> Cc1ccc(SCC(=O)NCC2CCCO2)cc1 (centres undefined)
→ 103	-10	2	1.1	1	-1	1430	-9	-0.25	1	6

Some of these compounds in order of length of the SMILES, highest first:
Each structure is followed by: STAT3 activator	STAT1 inh	PPARg SRC3 recr	bIAP act	PPARg SRC2 recr	STAT3 inh	SRC2 TRFRET art	bIAP inhibitor	ROMK primary	TNAP act hiacc	PPARg SRC-1 ag
> CN(C)c1nc(Cl)nc(N(C#N)CCOc2ccccc2)n1
→ 94	-1	5	1	0	18	1551	0	0.19	1.1	2
> CC(=O)CSc1nc2cc3c(cc2cc1C#N)OCCO3
→ 36	13	4	0.9	7	78*	1802	10	-3.3*	1	11
> COc1ccc2c(c1)c1c3n2CCN(C)C3=NCC1
→ 96	2	-4	0.7	2	10	1440	29	·	1.1	7
> O=C(O)CCc1ccc(-c2ccccc2)o1
→ 98	-2	-4	1	12	7	1484	-1	·	1	4

Further records follow.
Each structure is followed by: STAT3 activator	STAT1 inh	PPARg SRC3 recr	bIAP act	PPARg SRC2 recr	STAT3 inh	SRC2 TRFRET art	bIAP inhibitor	ROMK primary	TNAP act hiacc	PPARg SRC-1 ag
> CC(C)(C)NC(=O)COc1ccc(-c2ccccc2)cc1
→ 98	-23	4	1	-8	1	1559	-1	-0.71	1	-5
> Nc1ccccc1NC(=O)c1ccccc1
→ 106	-4	-12	0.9	4	-2	1538	8	-0.59	1	-8
> O=C(COC(=O)c1ccccc1C(=O)c1ccc(Cl)c([N+](=O)[O-])c1)NC1CCCCCC1
→ 102	13	-9	0.9	0	-4	1556	9	-1.8	1	-6
> CCN(CC)S(=O)(=O)c1cccc(C(=O)NCC(c2ccccc2)N(C)C)c1 (centres undefined)
→ 104	-2	-1	1	-6	-3	1357	3	-0.38	1	-3
> C=CCNC(=S)NNC(=O)c1csc(C)c1CC
→ 103	-3	0	1.1	-10	2	1622	-11	-0.33	1.1	0
> COn1c(SCc2cccc(Cl)c2)nc2ccccc2c1=O
→ 96	9	2	0.9	-1	9	1604	9	·	1	-4
> COC(=O)C(Cc1ccc(OC(=O)c2ccccc2Cl)cc1)N1Cc2ccccc2C1=O (centres undefined)
→ 108	-29	-3	1	1	-3	1304	1	·	1	-6
> O=C(NCc1ccncc1)c1c(F)c(F)c(F)c(F)c1F
→ 97	1	5	0.9	5	3	1572	14	·	1	6
> COC(=O)c1cc2nc(-c3ccc(C)cc3)cc(C(F)(F)F)n2n1
→ 92	-1	-2	1.2	2	15	1549	-20	0.064	1	7
> Cc1cc(C)cc(N(CC(=O)Nc2ccccc2-c2ccccc2)S(=O)(=O)c2ccccc2)c1
→ 104	-2	6	1	14	-1	1669	0	·	1	5
> COc1ccc(S(=O)(=O)N2CCC(NC(=O)OCc3c(Cl)cccc3Cl)CC2)cc1
→ 95	-5	-5	0.9	-2	9	1422	10	·	1	7
> COc1ccc(NC(=O)C(c2ccc(C)cc2)N(C)C(=O)CC2NC(=O)NC2=O)cc1 (centres undefined)
→ 104	3	3	1	3	-5	1486	4	0.0046	1	-4
> O=C(Nc1cccc(Cl)c1Cl)c1snnc1-c1ccccc1
→ 79	-1	9	1	11	32	1717	0	·	1	-2
